Myeloid diff 2 – myeloid differentiation induction | ER-HoxA9 myeloid progenitors, lysozyme-GFP differentiation, flow cytometry | calls only at 10 µM | 1% of 360,000 active;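 active = normalized GFP-positive differentiation at or above the plate's own cutoff, the solvent-only control mean plus 3 SD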;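 also: cells exposed to compound for four days before flow analysis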
PhoP inhibition – inhibitors of PhoP regulon expression, primary screen, Salmonella Typhimurium, GFP reporter (AID 1863). inhibition, % at 50 µM, or IC50 in µM where a hit was titrated. 0.16% of 300,000 active. S. Typhimurium PhoP-regulated promoter GFP reporter, 4 h; higher % means a stronger effect;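 active = inhibition over 29.93%, a cutoff 3 SD above the screen mean, later confirmed by dose response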;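 also: 0% = low Mg2+ inducing control and 100% = high Mg2+ repressing control; strong numbers were not always called active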
RSV CPE inhibition – RSV antiviral activity via CPE protection, HEp-2 cells, primary 10 µM value included (AID 2391); HEp-2 cells, RSV-induced CPE inhibition; higher % means a stronger effect; CPE inhibition, % at 10 µM; hits with a dose series show IC50 in µM; 0.13% of 310,000 active; in the data active = a potency from the dose series; also: strong numbers were not always called active
Myeloid diff 2 GFP+ MAC1+ % – also measured in Myeloid diff 2; calls as there; GFP+ MAC1+ double positive, %; measured here: differentiation confirmed by MAC1 staining
The depositor's hits bear a star; i = inactive.

compound | Myeloid diff 2 | Myeloid diff 2 GFP+ MAC1+ % | PhoP inhibition | RSV CPE inhibition
Cc1onc(-c2ccccc2)c1C(=O)OCc1nnc(-c2ccccc2)o1 | i | 0.5 | -6% | 5.0%
NC(=O)C1CCN(S(=O)(=O)c2cc3c4c(c2)CCN4C(=O)CC3)CC1 | i | 0.3 | 11% | 0.0%
Cc1ccc(NC(=O)COC(=O)c2ccc(=O)n(Cc3ccccc3)n2)cc1F | i | 0.4 | -9% | -0.9%
C=C1CC2C(=O)N(Cc3cc(OC)ccc3OC)C(C(=O)OCC)(C(=O)OCC)C1N2C(=O)OC(C)(C)C (stereo not given) | i | 2.2 | -1% | -0.1%
Cc1ccc(N(Cc2ccccc2)C(=O)c2ccc(S(=O)(=O)N3CCOCC3)cc2)cc1 | i | 0.7 | -2% | 1.6%
COc1cccc(-c2nnc(NC(=O)CCS(=O)(=O)c3ccc(C)cc3)o2)c1 | i | 1.1 | -10% | -1.7%
O=C(CSc1nnc2ccc(-c3ccc(F)cc3)nn12)NCC1CCCO1 (stereo not given) | i | 0.3 | -3% | 0.6%
Cc1cccnc1NC(=O)CN1C(=O)c2ccccc2S1(=O)=O | i | 0.6 | -6% | 0.1%
CCN(CC(=O)Nc1ccc(NC(C)=O)cc1)C(=O)c1cccc(Oc2ccccc2)c1 | i | 0.4 | -5% | 2.6%
CCCCn1c(N)c(N(CCOC)C(=O)c2cc3c(s2)CCC3)c(=O)[nH]c1=O | i | 0.9 | 8% | -1.0%
Cc1c(NC(=O)COC(=O)C2=COCCO2)cccc1[N+](=O)[O-] | i | 1.2 | 6% | -0.8%
CC(C)(C)c1ccc(OCCC(=O)OCC(=O)NC2CCS(=O)(=O)C2)cc1 (stereo not given) | i | 0.6 | 4% | -1.9%
Cc1cccc(OCCOC(=O)CN2C(=O)NC3(CCCC3)C2=O)c1 | i | 0.4 | -5% | -1.7%
NCCCCCc1cn([C@@H](CO)C(=O)NCCCCCCCCCCC(=O)N2CCNCC2)nn1 | i | 1.7 | 1% | 1.9%
Cc1cc(NC(=O)CSCC(=O)Nc2ccccc2Oc2ccccc2)no1 | i | 1.2 | -2% | 4.8%
O=C(CN1C(=O)c2ccccc2C1=O)OCC(=O)c1ccccc1 | i | 1.2 | -3% | -0.8%
O=C(NNC(=O)C1CC(=O)N(Cc2ccccc2)C1)c1ccc(F)cc1 (stereo not given) | i | 1.0 | -4% | -1.6%
Cc1ccc(S(=O)(=O)N2CCC(C(=O)Nc3ccncc3)CC2)cc1 | i | 0.8 | -3% | 3.4%
Cc1sc(NC(=O)c2cccc(N3C(=O)CCC3=O)c2)nc1-c1ccccc1 | i | 0.2 | 1% | 3.1%
Cc1cc(C)c(NC(=O)COC(=O)Cc2cccs2)c(C)c1 | i | 1.5 | -3% | -1.0%
O=C1CC(c2ccc(O)cc2)Oc2cc(O)ccc21 (stereo not given) | i | 1.6 | -13% | 1.1%
N#Cc1ccccc1OCC(=O)N(Cc1nnc(-c2ccccc2Cl)o1)C1CC1 | i | 0.8 | 1% | 1.5%
CC(Oc1ccccc1Cl)C(=O)Nc1ccc(S(=O)(=O)N2CCCC2)cc1 (stereo not given) | i | 0.2 | -8% | 5.1%
Cc1cccc(C)c1OCC(N)C(C)C (stereo not given) | i | 1.9 | -10% | -0.5%
COC(=O)N1[C@H](C)C=C[C@]1(Cc1ccccc1)C(=O)NCCCNc1ncc(C(F)(F)F)cc1Cl | i | 1.5 | -3% | 0.0%

Gathered by group, those above containing an aryl methoxy group (2)
compound | Myeloid diff 2 | Myeloid diff 2 GFP+ MAC1+ % | PhoP inhibition | RSV CPE inhibition
C=C1CC2C(=O)N(Cc3cc(OC)ccc3OC)C(C(=O)OCC)(C(=O)OCC)C1N2C(=O)OC(C)(C)C (stereo not given) | i | 2.2 | -1% | -0.1%
COc1cccc(-c2nnc(NC(=O)CCS(=O)(=O)c3ccc(C)cc3)o2)c1 | i | 1.1 | -10% | -1.7%

The list goes on:
compound | Myeloid diff 2 | Myeloid diff 2 GFP+ MAC1+ % | PhoP inhibition | RSV CPE inhibition
N=C(N)SCCc1cccc(CCSC(=N)N)c1 | i | 1.3 | -2% | 0.4%
O=C(NCCS(=O)(=O)N1CCN(c2ccccc2)CC1)c1ccco1 | i | 0.5 | 9% | 3.4%
Cc1cc(S(=O)(=O)Nc2ccc(C(=O)NCC3(N(C)C)CCCCC3)cc2)ccc1F | i | 0.5 | -5% | -2.8%
O=C(COC(=O)c1cc2ccccc2oc1=O)Nc1cccc(Br)c1 | i | 0.5 | 3% | 1.2%
COc1ccc(CN(C)C(=O)c2ccc(NC(=O)CC3SC(N4CCCC4)=NC3=O)cc2)c(OC)c1 (stereo not given) | i | 0.6 | 9% | -2.0%
O=C(COC(=O)c1cnccn1)c1ccc(-c2ccccc2)cc1 | i | 0.7 | -1% | -0.5%
CCN1C(=O)[C@H]2[C@@H](c3ccc(-c4ccc(OC)cc4)cc3)N3CCC[C@@]3(C(=O)OC)[C@H]2C1=O | i | 0.9 | -7% | 3.7%
CC(C)Oc1ccc(S(=O)(=O)N2CCOCC2)cc1NC(=O)C1CSC2(C)CCC(=O)N12 (stereo not given) | i | 0.7 | -1% | -0.5%
CC(=O)c1cccc(NC(=O)C(C)OC(=O)c2cc(=O)[nH]c3ccccc23)c1 (stereo not given) | i | 0.9 | -10% | 1.2%
CSCCC(NC(=O)c1ccco1)C(=O)NC1CCCCCC1 (stereo not given) | i | 1.7 | 5% | 1.3%
O=C(CCCN1CCC(O)(c2cccc(C(F)(F)F)c2)CC1)c1ccc(F)cc1 | i | 0.8 | -8% | -2.7%
Cc1cc(C)c(NC(=O)CSc2nc(=O)n(CCN3CCOCC3)c3c2CCC3)c(C)c1 | i | 0.9 | 2% | 1.6%
CCOc1ccc(N2CC(NC(=O)c3cccc4ccccc34)CC2=O)cc1 (stereo not given) | i | 0.3 | -3% | 1.0%
COc1ccccc1NS(=O)(=O)c1cc(C(=O)NCC2CCCO2)ccc1C (stereo not given) | i | 0.4 | -2% | -1.5%
Cc1cc(C)n(CC(C)(O)c2ccccc2)n1 (stereo not given) | i | 0.9 | -4% | 2.4%
CCN1C(=O)[C@H]2[C@@H](c3ccc(C)cc3)N3C(=O)N(c4cccc(Cl)c4)C(=O)[C@@]3(CC)[C@H]2C1=O | i | 1.7 | -3% | 3.7%
COc1cc(C(C)=O)ccc1O | i | 1.0 | -1% | -0.8%
O=C(CSc1nnc(NC(=O)c2c(F)cccc2F)s1)NCc1ccc(F)cc1 | i | 0.3 | -10% | 1.1%
CCO[C@H]1OC(C(=O)O)=C[C@@H](c2cn(C(C)=O)c3ccccc23)[C@@H]1CCCO | i | 1.3 | -11% | -0.6%
CCc1noc(C)c1C(=O)OCC(=O)N(CCOC)c1c(N)n(Cc2ccccc2)c(=O)[nH]c1=O | i | 1.1 | -4% | 2.2%
CS(=O)(=O)c1ccccc1C(=O)Nc1cc(Cl)ccc1-n1cncn1 | i | 0.6 | -8% | -1.5%
O=C(NCC(c1ccco1)N1CCc2ccccc2C1)C(=O)Nc1ccccc1 (stereo not given) | i | 0.5 | 1% | -1.8%
Cc1cccc(C)c1NC(=O)CN(C)C(=O)c1cc(S(=O)(=O)N(C)C)ccc1N1CCCC1 | i | 0.8 | -5% | -0.7%
Cc1ccc(OCCC(=O)OCC(=O)Nc2ccc(N3CCOCC3)cc2)cc1 | i | 0.5 | 6% | -0.1%
Cc1ccccc1OCC(=O)Nc1cccc(S(=O)(=O)NC2=NCCCCC2)c1 | i | 0.4 | 6% | 5.0%

3 compounds picked at random from those above:
compound | Myeloid diff 2 | Myeloid diff 2 GFP+ MAC1+ % | PhoP inhibition | RSV CPE inhibition
Cc1cccc(OCCOC(=O)CN2C(=O)NC3(CCCC3)C2=O)c1 | i | 0.4 | -5% | -1.7%
O=C(NCC(c1ccco1)N1CCc2ccccc2C1)C(=O)Nc1ccccc1 (stereo not given) | i | 0.5 | 1% | -1.8%
CC(=O)c1cccc(NC(=O)C(C)OC(=O)c2cc(=O)[nH]c3ccccc23)c1 (stereo not given) | i | 0.9 | -10% | 1.2%

Going on with the list.
compound | Myeloid diff 2 | Myeloid diff 2 GFP+ MAC1+ % | PhoP inhibition | RSV CPE inhibition
COC(=O)c1ccc(CNC(=O)COC(=O)c2ccccc2-c2ccccc2)cc1 | i | 0.1 | -5% | 4.7%
COC(=O)C(N)Cc1ccc(Cl)cc1 (stereo not given) | i | 5.9 | -1% | -0.3%
O=C1CC2(CCN(C(=O)c3ccc([N+](=O)[O-])cc3)CC2)Oc2ccccc21 | i | 0.5 | 12% | 0.6%
CCN(CC)CCNC(=O)c1cc(Br)c(N)cc1OC | i | 1.7 | 3% | -1.9%
CCOc1ccc(OCC(=O)N(C)c2c(N)n(Cc3ccccc3)c(=O)[nH]c2=O)cc1 | i | 0.9 | 5% | -1.9%
CCn1nnnc1SCC(=O)N1CCCCC1 | i | 0.8 | -5% | -1.2%
CCCCN(C(=O)CCSc1ccc(F)cc1)c1c(N)n(Cc2ccccc2)c(=O)[nH]c1=O | i | 0.4 | -3% | -1.3%
COc1ccc(C(=O)NCCS(=O)(=O)N2CCN(Cc3ccccc3)CC2)cc1 | i | 0.4 | 8% | 0.0%
COc1cc(OC)cc(C(=O)NNC(=O)CN2C(=O)NC(C)(c3ccc(C)cc3)C2=O)c1 (stereo not given) | i | 1.0 | 1% | 2.6%
CN(Cc1c(C(=O)N/N=C/c2ccc(F)cc2)nnn1-c1nonc1N)C1CCCCC1 | i | 0.0 | -4% | 1.5%
CN(Cc1ccc(Cl)cc1Cl)C(=O)CN1C(=O)NC2(CCCC2)C1=O | i | 1.2 | 1% | -0.1%
O=C(NCCC1CCCCN1S(=O)(=O)c1ccc(F)cc1)C(=O)NCc1ccncc1 (stereo not given) | i | 0.2 | -4% | 0.0%
CC1(c2ccc(Cl)cc2)NC(=O)N(CC(=O)Nc2ccc(N3CCCCC3)cc2)C1=O (stereo not given) | i | 0.8 | -7% | -1.5%
COc1ccc(S(=O)(=O)N2CCCCCC2)cc1C(=O)N(C)CCOc1ccccc1 | i | 0.5 | 1% | 2.8%
CCc1noc(C)c1C(=O)N(C)CC(=O)Nc1ccc(Br)cc1C | i | 0.6 | 4% | 0.8%
CC(=O)Nc1ccc(C(=O)OCC(=O)c2ccc(S(=O)(=O)N3CCCCC3)cc2)cc1 | i | 0.9 | -1% | 0.9%
Cc1nc2cc(NC(=O)CS(=O)(=O)c3ccc(F)cc3)ccc2s1 | i | 0.5 | -2% | 5.0%
COc1ccc(N2CC(NC(=O)c3cccc4ccccc34)CC2=O)cc1OC (stereo not given) | i | 0.7 | -5% | -2.2%
Cc1cccc(C(=O)NCC(=O)NNC(=O)c2ccccc2O)c1 | i | 0.8 | -17% | 1.1%
CN(CC(=O)Nc1ccc(F)cc1)C(=O)c1cc2c(s1)CCCCC2 | i | 1.2 | 8% | 1.1%
CCc1noc(C)c1C(=O)OCC(=O)N(CC)c1c(N)n(Cc2ccccc2)c(=O)[nH]c1=O | i | 0.8 | 5% | -2.4%
CCCCCC(=O)Nc1ccc(C(=O)COC(=O)CN2C(=O)NC3(CCCC3)C2=O)cc1 | i | 0.4 | -7% | -1.1%
CN(CC(=O)Nc1ccc(N2CCOCC2)cc1)C(=O)CSc1ccc(F)cc1 | i | 0.6 | 6% | 1.1%
Cc1ccc(C)c(NC(=O)CN(C)C(=O)c2ccccc2OCc2ccc(Cl)cc2)c1 | i | 0.9 | 8% | 1.9%
CCOc1ccc(NC(=O)CN(C)C(=O)CCCc2c[nH]c3ccccc23)cc1OCC | i | 0.8 | 2% | -0.8%
CN(c1ccc(OC(=O)CN2C(=O)NC3(CCCC3)C2=O)cc1)S(=O)(=O)c1ccccc1 | i | 1.4 | 11% | 1.8%
Cc1ccc(S(=O)(=O)NCCC(=O)OCC(=O)NCCc2ccccc2)cc1C | i | 0.9 | 0% | -1.2%
Cc1ccc(OCC(=O)NNC(=O)c2ccc3c(=O)n4c(nc3c2)CCC4)cc1 | i | 0.7 | -4% | -1.0%
Cc1ccccc1OCCC(=O)Nc1ccc(N2CCOCC2)cc1N1CCOCC1 | i | 1.0 | 12% | -1.2%
O=C(NC1CC1)C1Nc2ccc(OC(F)(F)F)cc2C2C=CCC12 (stereo not given) | i | 0.4 | -4% | 6.2%
O=C(NCC(c1ccco1)N1CCN(c2ccccc2)CC1)c1ccco1 (stereo not given) | i | 0.7 | 6% | 0.4%
CCC(C)CNC(=O)c1cccc(OC2CCN(CC(C)(C)C)CC2)c1 (stereo not given) | i | 0.3 | -1% | 0.6%
Cc1ccc(NC(=O)C2CC(=O)N(c3ccc4c(c3)OCCO4)C2)nc1 (stereo not given) | i | 0.8 | -7% | 0.6%
COc1ccccc1C(=O)COC(=O)c1cc([N+](=O)[O-])ccc1N1CCOCC1 | i | 0.7 | -4% | 2.9%
CCOc1ccc(NC(=O)CN(C)C(=O)c2ccc3[nH]c4c(c3c2)CC(C)CC4)cc1OCC (stereo not given) | i | 0.4 | 11% | 3.4%
CC(C)CN(C(=O)COC(=O)CCC(=O)c1ccc(Cl)cc1)c1c(N)n(Cc2ccccc2)c(=O)[nH]c1=O | i | 1.4 | 5% | 0.5%
CC[N+](CC)(CC)CC(=O)Nc1c(C)cccc1C | i | 1.7 | -5% | -0.1%

Three entries out of the list above, arranged by the value under PhoP inhibition, descending.
structure | PhoP inhibition
Cc1ccccc1OCCC(=O)Nc1ccc(N2CCOCC2)cc1N1CCOCC1 | 12%
COc1ccccc1C(=O)COC(=O)c1cc([N+](=O)[O-])ccc1N1CCOCC1 | -4%
CC[N+](CC)(CC)CC(=O)Nc1c(C)cccc1C | -5%

The list is partial; rates above refer to the full screens.
